M1 ag: human M1 muscarinic receptor agonism; AID 588814; actives 0.33% (n = 360,000); P11229; activation, % at 3 µM; CHO-K1 hM1, Fluo-8 calcium fluorescence, agonist mode; 0% DMSO, 100% acetylcholine EC100;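 active = activation above the run's mean compound activation plus 3 SD, cut at about 16% in these data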;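 also: peak over basal fluorescence ratio within a 140 s kinetic read after compound addition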
Target sequence (P11229 whole entry, looked up): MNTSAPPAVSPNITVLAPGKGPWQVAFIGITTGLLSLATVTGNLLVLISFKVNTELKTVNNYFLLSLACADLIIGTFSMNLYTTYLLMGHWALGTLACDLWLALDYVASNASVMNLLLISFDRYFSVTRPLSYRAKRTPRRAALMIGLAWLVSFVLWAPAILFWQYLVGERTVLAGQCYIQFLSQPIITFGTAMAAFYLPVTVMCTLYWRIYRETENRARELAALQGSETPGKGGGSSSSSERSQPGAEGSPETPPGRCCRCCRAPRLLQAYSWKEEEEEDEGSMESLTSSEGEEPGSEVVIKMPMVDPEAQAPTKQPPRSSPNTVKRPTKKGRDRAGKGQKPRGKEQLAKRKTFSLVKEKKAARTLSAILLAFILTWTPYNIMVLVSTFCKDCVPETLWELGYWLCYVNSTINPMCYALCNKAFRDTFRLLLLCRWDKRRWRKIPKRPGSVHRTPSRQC
CHRM5 PAM: CHRM5 positive allosteric modulation | CHO-K1 hM5, Fluo-8 calcium, ACh EC20 PAM; 0% = ACh EC20, 100% = ACh EC100 | activation, % at 3 µM | actives 0.3% (n = 360,000);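 active = activation above the run cutoff, the mean activation of all test compounds plus 3 SD, cut at about 18% in these data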
Target sequence (P08912 whole entry, looked up): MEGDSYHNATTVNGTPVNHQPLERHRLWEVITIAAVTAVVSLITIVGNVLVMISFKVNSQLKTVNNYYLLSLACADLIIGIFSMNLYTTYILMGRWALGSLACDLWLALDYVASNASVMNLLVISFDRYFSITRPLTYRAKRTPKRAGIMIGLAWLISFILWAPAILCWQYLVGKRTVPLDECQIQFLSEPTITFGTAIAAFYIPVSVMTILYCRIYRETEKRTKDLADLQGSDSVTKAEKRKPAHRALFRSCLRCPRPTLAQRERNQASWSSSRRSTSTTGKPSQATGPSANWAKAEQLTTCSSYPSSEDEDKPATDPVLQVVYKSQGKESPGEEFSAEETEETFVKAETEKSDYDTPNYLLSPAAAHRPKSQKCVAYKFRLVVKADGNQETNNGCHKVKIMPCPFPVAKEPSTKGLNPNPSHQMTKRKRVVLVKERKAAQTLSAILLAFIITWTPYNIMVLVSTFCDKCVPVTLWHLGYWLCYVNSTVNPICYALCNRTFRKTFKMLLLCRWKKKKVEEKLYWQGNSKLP
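Measured by: Fluo-8 calcium fluorescence; material: human M5 receptor in CHO-K1 cells; schedule: Post-acetylcholine fluorescence recording 140 s; benchmarks: low control EC20 acetylcholine (0%), high control EC100 acetylcholine (100%); read-out: Max/basal fluorescence ratio as % of EC20–EC100 ACh window; compound: single dose, 3 µM nominal final test concentration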
M4 antag: CHRM4 antagonism in calcium assay | P08173 | CHO-hM4 cells, ACh EC80, Fluo-8 calcium fluorescence | inhibition, % at 3 µM | actives 0.73% (n = 360,000) | AID 624125;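 active = inhibition above its plate's cutoff, the mean inhibition of sample wells plus 3 SD, cut at about 27% in these data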;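 also: 0% = acetylcholine EC80 with DMSO and 100% = DMSO without agonist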
CHRM1 antagonist: blocks human M1 muscarinic receptor; P11229; CHO-K1 hM1, Fluo-8 calcium fluorescence, ACh EC80 antagonist; inhibition, % at 3 µM; actives 1.3% (n = 360,000); AID 588852;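 active = percent inhibition above its own plate's cutoff, namely the mean of that plate's compound wells plus 3 SD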;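 also: peak over basal fluorescence ratio during 140 s after agonist addition; 0% = ACh EC80 plus DMSO and 100% = DMSO alone without agonist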
CHRM4 agonist: CHRM4 agonism in calcium assay | P08173 | CHO-K1 hM4/Gqi5, Fluo-8 calcium fluorescence; vehicle 0%, full acetylcholine response 100% | activation, % at 3 µM | actives 0.14% (n = 360,000) | AID 624127;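 active = activation above the run mean over all test wells plus 3 SD, cut at about 32% in these data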;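 also: peak over basal fluorescence ratio per well then scaled between controls; 0% = DMSO wells and 100% = acetylcholine at EC100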
TAAR1 agonist: human TAAR1 agonism; Q96RJ0; CHO RD-HGA16 TAAR1, Fluo-8 calcium fluorescence; vehicle wells 0%, saturating PEA agonist 100%; actives 0.99% (n = 360,000); activation, % at 3 µM;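 active = activation above the mean activation of all test compounds in the run plus 3 SD, cut at about 38% in these data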
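System: CHO RD-HGA16 cells carrying human TAAR1 plus Gα16; Incubation: 17-24 h seeding, 75 min 37 °C dye, 30 min RT; Measured by: Fluo-8 fluorescence, 5 s baseline then 140 s kinetic read; Control set: DMSO and PEA EC100; Replication: single well for each compound.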
M5 ag: agonists of human muscarinic M5 receptor (CHRM5) | AID 624037 | CHO-K1 hM5 cells, Fluo-8 calcium fluorescence; 0% DMSO wells, 100% maximal acetylcholine response | actives 0.19% (n = 360,000) | activation, % at 3 µM | P08912;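 active = activation above the run's mean over test compounds plus 3 SD, cut at about 23% in these data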;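 also: signal is peak over basal fluorescence ratio across the kinetic read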
CHRM1 PAM: human CHRM1 positive allosteric modulation; P11229; activation, % at 3 µM; CHO-K1 hM1, Fluo-8 calcium fluorescence, ACh EC20; 0% = ACh EC20, 100% = maximal ACh; AID 588819; actives 0.088% (n = 360,000); in the data active = activation above about 19%, passing the limit was not always enough
CHRM5 antagonist: antagonists of human muscarinic M5 receptor (CHRM5); P08912; CHO-hM5 cells, Fluo-8 calcium fluorescence, ACh EC80; inhibition, % at 3 µM; actives 0.59% (n = 360,000);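 active = inhibition above a per-plate cutoff, the mean of that plate's test compounds plus 3 SD, cut at about 27% in these data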;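 also: 0% = acetylcholine EC80 with DMSO and 100% = DMSO without agonist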
Starred values were filed as active, the others as inactive; . = no result given.

Each structure is followed by: M1 ag, CHRM5 PAM, M4 antag, CHRM1 antagonist, CHRM4 agonist, TAAR1 agonist, M5 ag, CHRM1 PAM, CHRM5 antagonist
[1] Cc1ccc(NC(=O)COC(=O)C2CCC2)cc1S(=O)(=O)N1CCOCC1
    2, -6, 1, 1, 3, 0, 6, -1, 12
[2] C=CCC1(Cl)C(=O)C(Cl)=C(N2CCOCC2)C1(OC)OC (stereo unspecified)
    -4, -9, 0, -1, 1, 0, -1, -2, 18
[3] OCCCCNCc1ccc(OCc2ccc(Cl)cc2)cc1
    -6, -5, -3, -8, 7, 9, -2, -14, 3
[4] COCCCn1c(=S)[nH]c2ccc(N3CCOCC3)cc2c1=O
    0, -1, 16, -2, 0, 2, 0, 5, 2
[5] O=C(COC(=O)CCSc1ccc(Cl)cc1)NCc1ccccc1Cl
    0, 1, -4, -3, 2, 0, -2, 0, -1
[6] CC1CCN(C(=O)Oc2ccccc2)CC1
    -10, 2, 2, -4, 1, 11, -4, 3, -7
[7] O=c1c2cc(NC(=S)N3CCCCCC3)ccc2nc2n1CCCCC2
    -7, -5, 3, -8, 6, 4, 2, 4, 2
[8] Cc1cccc(OCCC(=O)OC(C)C(=O)Nc2ccc(Cl)cn2)c1 (stereo unspecified)
    -4, 0, 5, 17, 1, 6, -4, -5, 5
[9] C=CCNC(=O)/C(=C/c1ccccc1OCC)NC(=O)c1ccccc1
    -7, 1, 2, -6, 1, 0, -1, 10, -6
[10] Cc1ccc(S(=O)(=O)N(C)c2ccccc2C(=O)Nc2ccc3c(c2)OCCO3)cc1
    -6, 0, 0, 12, 3, 2, -9, -7, 6
[11] COc1c(O)ccc(/C=N/NC(=O)c2ccc3c(c2)OCCO3)c1[N+](=O)[O-]
    -2, -7, -1, 14, 4, 1, -4, -6, 10
[12] CN(C)c1cc[n+](CC(=O)N2c3ccccc3Sc3ccccc32)cc1
    -8, -10, 48*, 100*, 0, 0, -15, -25, 14
[13] CCCC(=O)N(C)c1nnc(-c2ccc(OC)cc2)s1
    -1, -2, -3, -16, 1, 6, 0, -2, 2
[14] COc1ccc(CC(=O)O/N=C(\N)c2ccccc2)cc1OC
    0, -4, -9, 0, 8, 5, 1, 3, 4
[15] CCc1nc2ccccc2n1CC(O)COCC1CC=CCC1 (stereo unspecified)
    -11, -1, -2, 0, 4, 1, -6, 3, 6
[16] COc1ccc2c(c1)C(C)CC(C)(C)N2C(=O)Nc1ccccc1 (stereo unspecified)
    0, -1, -12, -18, 2, 6, 2, 8, -8
[17] C#CCOCCOCCOCCNc1nc(N2CCN(C(=O)Cn3cc(CCCN=C(N)N)nn3)CC2)nc(N2CCN(C(=O)[C@H](CCCCN)n3cc(CCCC)nn3)CC2)n1
    -7, -1, -16, -4, 1, 10, 1, 0, -1
[18] COC(=O)c1sc(=S)sc1C(=O)OC
    -8, 0, 10, -3, 1, 0, -2, -2, 9
[19] Cc1cccc(C)c1NS(=O)(=O)c1ccc(F)cc1
    -6, -1, 0, 1, 0, 7, -8, 0, -4
[20] O=C(CCCOc1ccc(Cl)cc1Cl)NCCCO
    -2, 1, 1, -1, 0, 4, -2, -1, -3
[21] S=c1[nH]nc(CCc2nc3ccccc3[nH]2)n1-c1cccc(Cl)c1
    -7, 6, -3, -2, 1, 12, -3, 2, 3
[22] Cc1cc(C)cc(NC(=S)N2CCN(CCO)CC2)c1
    -1, 5, -5, 6, 0, 0, 1, -3, -3
[23] C=CCC[C@@H](Cc1ccc(F)cc1)C(=O)OC[C@H](C)NC(=O)[C@H](CC=C)CC(=O)N(CCO)Cc1ccccc1
    -1, -21, -1, 13, 20, 15, 3, -5, 13
[24] N=c1c2cn[nH]c2nc(SCC(=O)c2ccc(Br)cc2)n1-c1ccc(Br)cc1
    -2, -6, -3, 5, 1, 4, 1, 1, 3
[25] c1ccc(CCCCc2ccncc2)cc1
    -6, -13, 1, 6, 2, 0, -8, -7, 8
[26] CC(=O)Nc1cccc(NC(=O)CSc2nc(=O)n(CCN3CCOCC3)c3c2CCCC3)c1
    -4, 0, -8, -13, 1, 2, -1, 8, 3
[27] CCN1C(=O)CS/C1=C(\C#N)S(=O)(=O)c1ccccc1
    2, -3, -1, -44, 1, 11, 1, 4, 4
[28] CC(=O)Nc1ccc(NC(=S)NC(=O)/C=C/c2ccco2)cc1
    -2, 6, -14, -22, 1, 5, 1, 8, -5
[29] CN(C)/C=N/NC(=O)c1ccccc1
    -4, -2, 2, -14, 1, 4, -1, 10, 3
[30] O=C(c1ncn(Cc2ccccc2)c1C(=O)N1CCN(c2ccccc2)CC1)N1CCN(c2ccccc2)CC1
    -5, 2, -5, -1, 14, 10, 4, 0, -2

(list continues)
Keys: A = M1 ag; B = CHRM5 PAM; C = M4 antag; D = CHRM1 antagonist; E = CHRM4 agonist; F = TAAR1 agonist; G = M5 ag; H = CHRM1 PAM; I = CHRM5 antagonist
#31 CCOc1cc(/C=C2/NC(=O)NC2=O)cc(Br)c1OCc1ccc(C(=O)O)cc1
  A: -6	B: -6	C: -3	D: -4	E: 1	F: 4	G: -3	H: 9	I: 4
#32 CCCN1CCN(CC(=O)Nc2cc(OCC)ccc2OCC)CC1
  A: -9	B: -6	C: 7	D: -10	E: 0	F: 2	G: -4	H: 5	I: 8
#33 Cc1cccc(CSCc2ccc(C(=O)NC3CCCC3)o2)c1
  A: -1	B: -1	C: -1	D: 4	E: 0	F: -1	G: 0	H: 4	I: 10
#34 COc1ccccc1C(=O)COC(=O)CNS(=O)(=O)c1ccc(C)c(C)c1
  A: -4	B: 0	C: 0	D: 4	E: 3	F: 2	G: -2	H: -1	I: 1
#35 OC(c1ccccc1)(c1ccccc1)C1CCN(CCCOc2ccccc2)CC1
  A: .	B: -23	C: 92*	D: .	E: 20	F: 24	G: -5	H: .	I: 97*
#36 CSCC[C@H](NC(=O)OC(C)(C)C)c1nnc(SCc2ccccc2)o1
  A: -3	B: 8	C: 1	D: 4	E: 1	F: 1	G: -4	H: -4	I: 1
#37 CC/S(CC1CC1(Cl)Cl)=N\S(=O)(=O)c1ccc(C)cc1 (stereo unspecified)
  A: -4	B: 0	C: -2	D: 10	E: 1	F: 3	G: -1	H: -1	I: 2
#38 CS(=O)(=O)c1ccc2nc(NC(=O)CS(=O)(=O)Cc3ccccc3)sc2c1
  A: -2	B: 3	C: -7	D: 6	E: 0	F: 1	G: 1	H: 0	I: 5
#39 CCOc1cc(C(C(=O)NCC2CCCO2)N(C(=O)Cn2nnc3ccccc32)c2ccccc2C)ccc1O (stereo unspecified)
  A: -5	B: 5	C: -4	D: -12	E: 0	F: -1	G: -5	H: 8	I: -4
#40 COc1nc(C)nc2c1sc(=S)n2C
  A: -1	B: 2	C: 2	D: -5	E: 0	F: -1	G: -3	H: 8	I: -12
#41 O=c1c2c(-c3ccc(Cl)cc3)csc2nc2n1CCC2
  A: -8	B: 5	C: 0	D: -15	E: -1	F: 6	G: -4	H: 12	I: -7
#42 CCc1nc2cc(C)nn2c2nc3ccccc3n12
  A: -4	B: 3	C: 3	D: -2	E: 0	F: 4	G: 0	H: 7	I: -3
#43 O=C(NCc1ccc(Cl)cc1)C1CCCN1C(=O)Nc1ccccc1 (stereo unspecified)
  A: -3	B: -4	C: 12	D: -16	E: 0	F: -1	G: -4	H: 7	I: 17
#44 Cn1cc([N+](=O)[O-])c(C(=O)NCc2ccco2)n1
  A: 1	B: 15	C: -19	D: 2	E: 1	F: 1	G: 0	H: 9	I: -5
#45 O=C(Nc1ccc(F)c(Cl)c1)c1cc(C2CCCN(C(=O)c3cccs3)C2)on1 (stereo unspecified)
  A: -3	B: -11	C: -6	D: 5	E: 10	F: 3	G: 1	H: -18	I: 5
#46 Cc1cc(C)cc(-n2ccnc2SCC(=O)Nc2nccs2)c1
  A: 1	B: 4	C: -1	D: -40	E: 2	F: 18	G: 2	H: 6	I: -2
#47 CCCCn1c(S(=O)(=O)O)nc2ccccc21
  A: -2	B: -6	C: 2	D: -7	E: 1	F: 16	G: 0	H: 7	I: -4
#48 COc1ccc(/C(N)=N/OC(=O)C2CCC(=O)N2S(=O)(=O)c2ccc(C)cc2)cc1OC (stereo unspecified)
  A: 13	B: 1	C: 3	D: -2	E: 3	F: 2	G: 8	H: 13	I: -6
#49 COc1ccccc1CC(NC(C)=O)C(=O)NC1CCN(C(=O)Nc2ccccc2F)CC1 (stereo unspecified)
  A: 3	B: 0	C: 3	D: -2	E: 1	F: 1	G: -2	H: 10	I: 5
#50 COc1ccc(NC(=O)C2CCCN(S(=O)(=O)c3cccnc3)C2)cc1OC (stereo unspecified)
  A: -1	B: 1	C: 7	D: -9	E: 2	F: 1	G: 7	H: 5	I: -6
#51 Cc1ccc(C)c(-c2csc(NC(=O)C3=COCCO3)n2)c1
  A: -6	B: 7	C: -2	D: -13	E: 0	F: -1	G: -3	H: 6	I: 0

Limited to CHRM1 antagonist, M1 ag and CHRM1 PAM, for five of the compounds above:
No.	Structure	CHRM1 antagonist	M1 ag	CHRM1 PAM
26	CC(=O)Nc1cccc(NC(=O)CSc2nc(=O)n(CCN3CCOCC3)c3c2CCCC3)c1	-13	-4	8
27	CCN1C(=O)CS/C1=C(\C#N)S(=O)(=O)c1ccccc1	-44	2	4
28	CC(=O)Nc1ccc(NC(=S)NC(=O)/C=C/c2ccco2)cc1	-22	-2	8
29	CN(C)/C=N/NC(=O)c1ccccc1	-14	-4	10
30	O=C(c1ncn(Cc2ccccc2)c1C(=O)N1CCN(c2ccccc2)CC1)N1CCN(c2ccccc2)CC1	-1	-5	0

2 of the compounds above, with each value named:
42. CCc1nc2cc(C)nn2c2nc3ccccc3n12
  M1 ag: -4
  CHRM5 PAM: 3
  M4 antag: 3
  CHRM1 antagonist: -2
  CHRM4 agonist: 0
  TAAR1 agonist: 4
  M5 ag: 0
  CHRM1 PAM: 7
  CHRM5 antagonist: -3
48. COc1ccc(/C(N)=N/OC(=O)C2CCC(=O)N2S(=O)(=O)c2ccc(C)cc2)cc1OC (stereo unspecified)
  M1 ag: 13
  CHRM5 PAM: 1
  M4 antag: 3
  CHRM1 antagonist: -2
  CHRM4 agonist: 3
  TAAR1 agonist: 2
  M5 ag: 8
  CHRM1 PAM: 13
  CHRM5 antagonist: -6

Bioassay records deposited in PubChem by The Scripps Research Institute Molecular Screening Center.

An excerpt; count on the stated rates, not on these rows.
